DRD3 antagonist: D3 dopamine receptor (human) antagonism; D3R cells, DiscoveRx beta-arrestin luminescence, antagonist mode; hits give low values; max response, negative = inhibition, %; P35462; actives 2.5% (n = 360,000); in the data active means max response below about -50%; inconclusive means no clear call, values can overlap the other calls; further: on the % scale 0 is the no-effect control and ±100 the full control effect; mostly tested at two doses, the higher about 12 µM
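Cells plated overnight at 1500 cells/well, then exposed to library compounds with dopamine controls for 90 minutes at 37 degrees C. DiscoveRx reagent added for 30–60 minutes at room temperature; luminescence read, quantitative HTS format.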
Abeta yeast res: compounds reversing amyloid beta toxicity in yeast. yeast expressing A-beta42, growth rescue, OD600, 48 h; response scale: 0% DMSO, 100% iron-clioquinol control. Potency, µM (doses to about 46.1 µM), without a hit: at the top dose growth rescue, hits mostly activators. actives 0.063% (n = 410,000); further: potency means the concentration at half of the fitted maximal effect; nearly all actives have a fitted effect of over 55% in size
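Growth rescue measured by 600 nm absorbance after 48 h yeast culture at 30 C with compound. Values normalized between DMSO and an equimolar ferric chloride plus clioquinol control.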
aSyn rescue: rescues yeast growth from alpha-synuclein toxicity; Yeast expressing alpha-synuclein, growth rescue, BacTiter-Glo, 24 h; Potency, µM (series often up to 46.1 µM), for inactives: top-dose growth rescue (activation), most hits filed as activators; actives 0.14% (n = 370,000); AID 652106; further: potency means the concentration at half of the fitted maximal effect; % of control where 0% means no effect; nearly all actives have a fitted effect of over 65% in size
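Rescue of yeast growth: cells expressing toxic alpha-synuclein, induced in galactose at OD600 0.02, incubated with compound 24 h at 30 C. ATP luminescence quantified growth; inhibitors of toxicity appear as activators.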
FUS yeast rescue: FUS proteinopathy suppression in yeast; actives 0.24% (n = 390,000); AID 1347120; Potency, µM (top dose mostly 76.6 µM), inactives show at the top dose growth rescue (activation), usual class: activators; S. cerevisiae FUS-expressing, growth rescue, OD600, 24 h;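 further: potency means the concentration at half of the fitted maximal effect; plate controls were DMSO vehicle for no effect and reference control for full effect; nearly all actives have a fitted effect of over 55% in size; some results filed as inactive show a strong effect at the top dose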
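Yeast expressing FUS under galactose induction, OD 0.005 in 2% galactose medium; compounds in a dilution series, 24 h at 30C. Growth rescue by absorbance at 600 nm; CP55940 positive control, DMSO negative.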
GLP1R inv ag: GLP-1 receptor (human) inverse agonism | actives 1.6% (n = 410,000) | P43220 | Potency, µM (highest dose often 38.3 µM), for inactives: at the top dose activity change, negative = inhibition, actives largely listed as inhibitors | HEK293 GLP-1R CRE-luciferase, luminescence, 24 h; GLP-1R form is constitutively active | AID 624417; further: potency means the concentration at half of the fitted maximal effect; on the % scale 0 is the no-effect control and ±100 the full control effect; nearly all actives have a fitted effect of over 55% in size
Target sequence (P43220 whole entry, looked up): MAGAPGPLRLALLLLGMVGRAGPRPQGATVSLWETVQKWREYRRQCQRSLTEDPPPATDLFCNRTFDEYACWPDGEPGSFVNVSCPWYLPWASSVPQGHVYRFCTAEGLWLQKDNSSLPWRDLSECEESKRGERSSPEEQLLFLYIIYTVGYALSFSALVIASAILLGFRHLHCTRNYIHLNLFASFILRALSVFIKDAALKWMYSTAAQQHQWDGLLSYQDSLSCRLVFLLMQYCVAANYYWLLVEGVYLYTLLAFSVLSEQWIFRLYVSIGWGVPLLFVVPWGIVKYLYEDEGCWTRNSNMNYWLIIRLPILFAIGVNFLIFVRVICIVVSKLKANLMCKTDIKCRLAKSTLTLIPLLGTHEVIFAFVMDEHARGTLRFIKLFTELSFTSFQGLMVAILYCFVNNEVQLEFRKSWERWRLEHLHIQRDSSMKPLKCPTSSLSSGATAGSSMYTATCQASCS
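Using stably transfected HEK293 (constitutively active GLP-1R, cAMP-luciferase reporter), compounds were incubated 24 hr and luciferase measured by luminescence.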
PTHR1 agonist: activates the human parathyroid hormone receptor PTHR1. Q03431. HEK293 GP2 PTHR1 cells, GloSensor cAMP luminescence, 1 h. Potency, µM (highest dose often 115 µM), for inactives: top-dose activation, most hits filed as activators. actives 0.075% (n = 410,000). AID 743266; further: potency means the concentration at half of the fitted maximal effect; nearly all actives have a fitted effect of over 55% in size; some results filed as inactive show a strong effect at the top dose; inactives centre near -15; many of its hits are not listed in these tables
Target sequence (Q03431 whole entry, looked up): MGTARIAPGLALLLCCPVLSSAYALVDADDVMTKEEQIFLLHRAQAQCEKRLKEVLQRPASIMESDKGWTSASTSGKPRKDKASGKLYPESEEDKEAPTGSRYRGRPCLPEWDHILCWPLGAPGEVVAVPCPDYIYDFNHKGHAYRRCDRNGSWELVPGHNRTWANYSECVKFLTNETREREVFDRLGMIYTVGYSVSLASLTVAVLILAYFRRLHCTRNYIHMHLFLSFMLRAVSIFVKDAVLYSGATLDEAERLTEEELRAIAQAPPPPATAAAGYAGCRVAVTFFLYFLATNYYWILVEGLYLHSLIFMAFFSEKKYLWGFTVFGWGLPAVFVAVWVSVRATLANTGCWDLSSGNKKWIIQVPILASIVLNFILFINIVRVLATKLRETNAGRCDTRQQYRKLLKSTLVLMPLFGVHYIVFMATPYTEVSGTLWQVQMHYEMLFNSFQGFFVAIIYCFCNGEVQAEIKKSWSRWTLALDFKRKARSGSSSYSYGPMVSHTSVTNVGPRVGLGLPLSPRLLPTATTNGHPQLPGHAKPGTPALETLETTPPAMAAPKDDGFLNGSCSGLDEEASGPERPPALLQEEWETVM
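HEK-293-derived GP2 cells expressing PTHR1 and a GloSensor cAMP reporter, 3,000/well, plated overnight, given luciferin plus IBMX (each 0.5 mM as added) for 1 h at 37 °C, then compound for 1 h at 37 °C. Luminescence was read after 15 min at room temperature.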
GLP-1R agonist: agonists of human GLP-1 receptor; P43220; HEK293 GLP-1R CRE-luciferase, luminescence, 4-6 h; cells express a hypersensitive GLP-1R form; actives 0.007% (n = 380,000); AID 624172; Potency, µM (series often up to 45.6 µM), for the others: top-dose activation, usual class: activators; further: potency means the concentration at half of the fitted maximal effect; % of control where 0% means no effect
pAkt inh: Akt phosphorylation inhibition | AID 651550 | activity change, % for hits at 50 µM | Neuro2A IGF-stimulated pAkt S473 HTRF, 20 min; hits give low values | actives 0.32% (n = 360,000); in the data active means activity change below about -80%; inconclusive means mostly about -51% to -80%; further: on the % scale 0 is the no-effect control and ±100 the full control effect
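Neuro2A cells (4,500/well, DMEM with 0.5% FBS) were treated with compound at a single 50 µM final concentration, stimulated with 6 nM IGF for 20 min at 37 °C, and lysed. Phospho-Akt Ser473 was read by HTRF as 665/615 ratio ×10^4.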
TDP-43 yeast inh: inhibitors of TDP-43 toxicity in yeast; TDP-43 expressing yeast growth rescue, BacTiter-Glo, 24 h; Potency, µM (doses to about 46.1 µM), inactives show top-dose growth rescue (activation), usual class: activators; actives 1.8% (n = 410,000); further: potency means the concentration at half of the fitted maximal effect; % of control where 0% means no effect; nearly all actives have a fitted effect of over 50% in size
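Luminescence from BacTiter-Glo reports growth of TDP-43-expressing yeast after 24 hr at 30 deg C with compound. Cells were raffinose-pregrown to mid-log, then seeded in galactose medium at OD600=0.02.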
Numbers without * were called inactive; i = inactive; ? = inconclusive; . = not tested or not shown; & = joins results of further samples; [ ] = remark or other dose. Unless noted, the call rests on the fitted dose curve; in most records, active means well fitted curve in the direction sought with a large enough effect; inconclusive means small, poorly fitted or top-dose-only effect, or another doubt; inactive means no such curve, though single readings can be large; an effect the other way counts as inactive or inconclusive.

Every second line gives: DRD3 antagonist, Abeta yeast res, aSyn rescue, FUS yeast rescue, GLP1R inv ag, PTHR1 agonist, GLP-1R agonist, pAkt inh, TDP-43 yeast inh
C=CCC[C@@H](Cc1ccc(F)cc1)C(=O)OC[C@@H](Cc1ccccc1)NC(=O)[C@H](CC=C)CC(=O)NCCO
→ 13, 8%, 0%, 30%, ?, -6%, 6%, i, 8%
COc1ccccc1CCNC(=O)Cc1c(C)c2cc3c(C(C)(C)C)coc3c(C)c2oc1=O
→ ., -5%, ., -25%, 4%, 28%, ., ., 2%
O=C(NC(=S)Nc1ccc(F)cc1)C1CCCCC1
→ 16, 5µM*, -6%, -5%, -17%, -20%, 9%, i, 22%
Cc1cc(C(=O)CSc2nnc(-c3ccccc3F)o2)c(C)n1Cc1cccs1
→ -27, -13%, 1%, 31%, -1%, -22%, -13%, i, 5%
CCC(C)[C@H](NC(=O)[C@H](Cc1ccccc1)n1c(=O)[nH]c2ccccc2c1=O)C(=O)NCC1CCC(C(=O)O)CC1 (stereo partly specified)
→ 24, -8%, -1%, ?, 13%, -23%, ?, i, 28%
Cc1cccc(OCCCSc2nc3ccccc3[nH]2)c1
→ 21, 9%, -16%, 2%, ?, -51%[inhibitor], 0%, i, 20µM*
CCN(c1ccccc1)S(=O)(=O)c1ccc(OCC(=O)N2CCCC2)cc1
→ 20, -7%, -13%, -7%, 5%, i, -4%, i, 0%
COc1ccc(-c2c3c(nc4sc(C(=O)Nc5ccccc5)c(N)c24)CCC3)cc1
→ -11, 16%, 5%, ., 2%, -10%, 0%, i, -17%
N#Cc1c2ccc(OCC(=O)NCc3ccco3)cc2n2ccccc12
→ 12, -9%, 0%, -31%, -5%, -7%, 6%, i, -5%
CCOc1ccsc1C(=O)NNC(=O)c1ccco1
→ -17, 3%, -3%, 25%, 4%, 15%, -1%, i, -11%
O=C(CNC(=O)c1cccs1)N/N=C/c1ccco1
→ -2, -3%, -5%, -19%, 13%, -22%, 3%, i, -10%
CCOC(=O)c1[nH]c(C)c(C(=O)OCC(=O)N2c3ccccc3CC2C)c1C (stereo unspecified)
→ -24, 5%, 1%, 15%, -6%, -34%[inhibitor], 3%, i, -12%
O=C(NCc1cccnc1)c1ccc(NS(=O)(=O)c2ccccc2)cc1
→ -15, 4%, -7%, 10%, 2%, i, -2%, i, -15%
CSc1ccc(CNC(=O)C2CCC(=O)N(CCc3ccc(Cl)cc3)C2)cc1 (stereo unspecified)
→ 2, 5%, 2%, 37%, ?, -19%, 8%, i, ?
CN(C(=O)C1CCN(S(=O)(=O)c2cccs2)CC1)C1CCCCC1
→ 6, 6%, 6%, -4%, -4%, 14%[57.5 µM], 2%, i, -7%
CC[C@H](CO)Nc1nc(Nc2cccc(Cl)c2)c2ncn(C(C)C)c2n1
→ -6, -44%[inhibitor], -11%, 21%, ?, -8%, -16%, i, 29%
O=C(O)c1ccc([N+](=O)[O-])cc1-c1cc([N+](=O)[O-])ccc1C(=O)O
→ -7, 11%, 0%, -8%, 8%, -1%, 3%, i, 1%
COc1ccc(-c2cn3nc(N4CCCC(C(=O)NCc5ccccc5Cl)C4)sc3n2)cc1 (stereo unspecified)
→ ., -3%, ., ?, ?, -14%, ., ., 7%
O=C(CCn1c2c(c3ccccc31)CCCC2)NNC(=O)c1ccccc1Cl
→ 4, 11%, 7%, 53%, ?, i, 4%, i, -17%
CCn1c(C)nc2cc(C(=O)NNC(=S)Nc3ccccc3Cl)ccc21
→ ?, 16%, -3%, -6%, 44%[activator], -3%, -1%, i, ?
CCc1ccc(CNC(=O)c2ccc3c(c2)nc2n3CCOC2)cc1
→ ., 2%, ., -6%, 1%, -2%, ., ., 14%
CC(Oc1ccc(Cl)cc1)C(=O)N/N=C/c1ccsc1 (stereo unspecified)
→ -12, -3%, 5%, 16%, ?, i, 5%, i, -15%
CCCn1c(SCC(=O)NC2CC2)nnc1-c1cccs1
→ 3, 0%, -4%, 4%, 15%, i, 2%, i, -2%
Cc1ccccc1NC(=O)COC(=O)c1c(C)nn(-c2ccccc2)c1C
→ 5, -2%, 0%, -18%, 3%, -23%, 2%, i, 13%
O=S1(=O)CCOC[C@H](Cc2ccccc2)N1Cc1cccc(F)c1
→ -29, 1%, 12%, 9%, -12%, -3%, 6%, i, 27%
CCOC(=O)c1ccc(N/C(=N\S(=O)(=O)c2ccc(F)cc2F)c2ccccc2)cc1
→ -20, 2%, 11%, 27%, ?, i, -5%, i, ?
CCN(C(=O)CN1CC(C)OC(C)C1)c1c(N)n(Cc2ccccc2)c(=O)[nH]c1=O (stereo unspecified)
→ -11, -17%, -1%, 3%, 3%, -11%, 0%, i, 15%
O=C(c1nc2nc(-c3cccs3)cc(C(F)(F)F)n2n1)N1CCN(Cc2ccccc2)CC1
→ ?, 7%, -1%, 16%, -59%, -65%[inhibitor][57.5 µM], -34%[inhibitor], i, -23%
COc1ccc(CNC(=O)C2CCN(S(=O)(=O)N3CCC(C)CC3)CC2)c(OC)c1
→ 29, -26%&-4%, 0%, 26%&3%, -17%&-12%, -22%&-6%, 13%, i, 17%&11%
CCN(CC)S(=O)(=O)c1cccc(-c2nnc(SCCOc3ccccc3C)o2)c1
→ -21, 25%, -5%, 34%, 0%, -16%, 6%, i, 0%
CC(=O)Nc1ccc(S(=O)(=O)NC2(C(F)(F)F)C(=O)Nc3c2c(=O)[nH]c(=O)n3-c2ccc(C)cc2)cc1 (stereo unspecified)
→ ., -1%, ., 7%, -9%, -6%, ., ., 15%
O=C(N/N=C/c1ccccc1Br)c1cccc(S(=O)(=O)N2CCOCC2)c1
→ -10, 5%, 1%, -10%, -15%, -93%[inhibitor], 2%, i, -6%
CCOc1ccc(S(=O)(=O)N2CC(=O)Nc3ccccc32)cc1
→ -3, 10%, 10%, 14%, -11%, i, 4%, i, 7%
Clc1cccc(Cl)c1Cn1c(-c2cccnc2Cl)nc2ccccc21
→ -8, -1%, 2%, -13%, ?, -26%, 3%, i, ?
O=C(NCC(O)COc1ccc([N+](=O)[O-])cc1)c1ccccc1 (stereo unspecified)
→ -6, -5%, -6%, 20%, -14%, ?, 10%, i, -9%
CC(C)(C)OC(=O)CNC(=O)c1[nH]cnc1C(=O)NC1CCN(C(=O)OC(C)(C)C)CC1
→ 29, 1%, -1%, ?, 10%, -25%, -5%, i, 4%
CCOc1ccc(C(=O)COC(=O)c2c(-c3ccccc3)noc2C)cc1
→ 4, -5%, -1%, 19%, 10µM*, i, 10%, i, 8%
COC(=O)c1cc(-c2ccc(NC(C)=O)cc2)nc2ccccc12
→ -2, -2%, 11%, 4%, 109%[activator], -14%, 23%, i, 0%[0.397 µM]
Cn1c(N)c(C(=O)COC(=O)CCC(=O)c2cccs2)c(=O)n(C)c1=O
→ -22, 3%, -2%, -4%, 1%, i, 3%, i, -8%
CC(C)C(NC(=O)C12CC3CC(CC(C3)C1)C2)C(=O)N/N=C/C1=C(N2CCOCC2)C(=C\c2ccc([N+](=O)[O-])cc2)/CC1 (stereo unspecified)
→ 1, -1%, 7%, 17%, 24%, -39%[inhibitor], 3%, i, 13%
Cc1ccc(-c2nc3ccccc3[nH]2)cc1NC(=O)c1sc2cc(Cl)ccc2c1Cl
→ 2, -22%, -33%[inhibitor], ., 20%, -4%, 2%, i, 14%
O=C(NNC(=S)NCC1CCCO1)c1ccc(S(=O)(=O)N2CCOCC2)cc1 (stereo unspecified)
→ -15, -4%, 7%, 15%, 42%[activator], i, 0%, i, 27%
NNC(=O)CC1NCCN(Cc2ccccc2)C1=O (stereo unspecified)
→ 2, -12%, -1%, 18%, 5%, i, 0%, i, 9%
O=C(O)CC(c1ccc(Br)cc1)N1Cc2ccccc2C1=O (stereo unspecified)
→ -7, 12%, 5%, 2%, 1%, -6%, 2%, i, -14%
CCN(C(=O)CN1C(=O)S/C(=C\c2cccc(Cl)c2)C1=O)C1CCS(=O)(=O)C1 (stereo unspecified)
→ 9, 11%, 5%, 1%, -2%, i, 8%, i, 1%
CCOc1ccc(S(=O)(=O)NCc2ccco2)cc1
→ 18, 5%, -1%, 8%, 10%, -11%[57.5 µM], -10%, i, -6%
CC1CCN(S(=O)(=O)c2ccc3c(c2)C(=NO)c2cc(S(=O)(=O)N4CCC(C)CC4)ccc2-3)CC1
→ 8, 3%, 0%, 22%, ?, -8%[57.5 µM], 0%, i, 9%
CC(=O)Oc1cc2oc(=O)cc(C)c2cc1Cl
→ 3, -56%[inhibitor], -1%, -1%, -26%, -4%, -3%, i, 4%
O=C1c2ccccc2C(Nc2ccc(S(=O)(=O)N3CCCCC3)cc2)N1Cc1ccco1 (stereo unspecified)
→ -28, 12%, -4%, ?, 11%, i, 2%, i, -14%
CCOC(=O)c1c(C)[nH]c(C)c1C(=O)COC(=O)C1CC(=O)N(CCc2ccccc2)C1 (stereo unspecified)
→ -11, 3%, -9%, 29%, 0%, i, 13%, i, 4%
COc1cccc(NC(=O)Cn2c(=O)n(-c3cccc(OC)c3)c(=O)c3c4c(sc32)CCCC4)c1
→ ., -3%, ., -17%, 11%, -13%, ., ., 21%

One compound at a time, as listed above. Order of screens: DRD3 antagonist | Abeta yeast res | aSyn rescue | FUS yeast rescue | GLP1R inv ag | PTHR1 agonist | GLP-1R agonist | pAkt inh | TDP-43 yeast inh
Shown for CC(=O)Oc1cc2oc(=O)cc(C)c2cc1Cl = 3 | -56%[inhibitor] | -1% | -1% | -26% | -4% | -3% | i | 4%
Shown for CCOC(=O)c1c(C)[nH]c(C)c1C(=O)COC(=O)C1CC(=O)N(CCc2ccccc2)C1 (stereo unspecified) = -11 | 3% | -9% | 29% | 0% | i | 13% | i | 4%

Screens as filed in PubChem.

Only part of the results is shown; rates above refer to the full screens.
